From PubChem BioAssay
EBNA-1 inhibitor: blocks EBNA-1 binding to DNA | 300,000 tested, 0.34% active | AID 1950 | EBNA-1 DNA binding, fluorescence polarization | inhibition, % at 14.8 µM; in the data active = inhibition above about 28%
ZTA DNA inh: ZTA (EBV) inhibition in EBNA-1 counter-screen. 320,000 tested, 0.15% active. ZTA-DNA binding, fluorescence polarization. P03206. inhibition, % at 11 µM; in the data active = inhibition above about 33%
Target sequence (P03206 whole entry, looked up): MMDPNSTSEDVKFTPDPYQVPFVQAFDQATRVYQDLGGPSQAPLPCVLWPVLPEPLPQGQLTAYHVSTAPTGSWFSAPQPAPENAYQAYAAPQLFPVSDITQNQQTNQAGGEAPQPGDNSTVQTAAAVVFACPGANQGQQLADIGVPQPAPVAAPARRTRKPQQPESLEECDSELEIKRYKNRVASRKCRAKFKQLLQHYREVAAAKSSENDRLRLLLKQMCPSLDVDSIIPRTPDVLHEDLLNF
JMJD2C inh: blocks human GASC-1 demethylase activity; 330,000 tested, 0.069% active; Q9H3R0; AID 2099; GST-JMJD2C(1-420) H3K9me3 demethylation, DELFIA europium; inhibition, % at 2.35 µM;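 active = more than half of a compound's replicate wells show inhibition beyond 50%, single wells judged on their own value; inconclusive = some, but no more than half, of replicates pass 50% inhibition; inactive = no replicate passes 50% inhibition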;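 note: signal counts dimethyl H3K9 product captured on neutravidin plate; 0% = median of DMSO wells and 100% = 0.3 times that DMSO median; strong numbers were not always called active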
Target sequence (Q9H3R0 1-420 limits assumed): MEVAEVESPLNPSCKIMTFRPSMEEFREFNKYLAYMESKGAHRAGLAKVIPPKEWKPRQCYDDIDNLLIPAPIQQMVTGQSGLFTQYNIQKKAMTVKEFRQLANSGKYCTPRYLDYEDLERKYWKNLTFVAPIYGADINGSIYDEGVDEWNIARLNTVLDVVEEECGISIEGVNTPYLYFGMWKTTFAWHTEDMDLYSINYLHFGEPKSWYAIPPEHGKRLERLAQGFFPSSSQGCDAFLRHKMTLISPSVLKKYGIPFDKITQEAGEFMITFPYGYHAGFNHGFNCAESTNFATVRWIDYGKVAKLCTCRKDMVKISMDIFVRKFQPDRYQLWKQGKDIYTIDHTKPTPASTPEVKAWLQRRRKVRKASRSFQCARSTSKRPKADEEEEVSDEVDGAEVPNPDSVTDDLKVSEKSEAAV
CTSL1 counter: blocks F. hepatica cathepsin L1 in PFM18AAP counter-screen; recombinant F. hepatica cathepsin L1, Z-Leu-Arg-MCA fluorescence; inhibition, % at 5.96 µM; 300,000 tested, 0.49% active;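 active = inhibition above the mean of all tested compounds plus 3 SD, set per screening campaign, cut at about 17% in these data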;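 note: 0% = plate median of test compound wells and 100% = 1 µM Z-Phe-Ala-diazomethylketone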
PP5 primary: blocks human protein phosphatase 5 activity; purified PP5c, OMFP substrate fluorescence; inhibition, % at 6.7 µM; 320,000 tested, 0.18% active;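 active = inhibition above the campaign's mean inhibition across all tested compounds plus 3 SD, cut at about 9.5% in these data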;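 note: 0% = DMSO only and 100% = 100 µM cantharidin control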
HCV core dimer: blocks dimerization of HCV core protein. TR-FRET GST/Flag-core106 dimerization, 1536-well. inhibition, % at 5 µM. 300,000 tested, 0.33% active;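 active = inhibition above the mean of all tested compounds plus 3 SD, set per screening campaign, cut at about 45% in these data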
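Material: GST/Flag-tagged HCV core106 proteins. Incubation: 4 h, 22.5 °C incubation. Read-out basis: inhibition (%) from 671 over 617 nm ratio. Measured by: TR-FRET, excitation 340 nm, emission 617 and 671 nm.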
CR mimetic SO: caloric restriction mimetics inhibiting age-related superoxide in yeast; S. cerevisiae aged cells, superoxide DHE fluorescence; stronger effect = lower value; superoxide response (% of plate mean), % at 10 µM; 330,000 tested, 0.18% active; AID 2690;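 active = superoxide response under a set limit, about three screen SD below normal, cut at about 65% in these data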;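 note: yeast aged for seven days with compound at 30 °C before DHE staining; 100% = average MFI of all compound-treated wells on the plate with controls excluded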
PP1 counter: PP1-alpha (human) inhibition in PP5 counter-screen | P62136 | purified PP1alpha, OMFP fluorescence | inhibition, % at 6.7 µM | 320,000 tested, 0.9% active;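 active = inhibition above the mean inhibition of all tested compounds plus 3 SD, computed separately for each screening campaign, cut at about 15% in these data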
Target sequence (P62136 whole entry, looked up): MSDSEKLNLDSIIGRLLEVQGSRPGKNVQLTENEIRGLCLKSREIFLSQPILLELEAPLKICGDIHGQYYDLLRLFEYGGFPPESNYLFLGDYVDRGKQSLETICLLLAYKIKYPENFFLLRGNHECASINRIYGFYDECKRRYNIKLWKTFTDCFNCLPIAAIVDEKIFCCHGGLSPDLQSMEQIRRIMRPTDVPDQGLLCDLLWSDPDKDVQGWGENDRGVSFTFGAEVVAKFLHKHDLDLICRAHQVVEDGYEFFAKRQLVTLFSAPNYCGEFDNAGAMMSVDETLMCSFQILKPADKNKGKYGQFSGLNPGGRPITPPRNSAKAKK
TPT1 inhibitor: C. albicans TPT1 enzyme inhibition; recombinant caTPT1, FP RNA substrate dephosphorylation; inhibition, % at 5 µM; 300,000 tested, 0.81% active; AID 1962;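 active = inhibition above the mean of all tested compounds plus 3 SD, set per screening campaign, cut at about 24% in these data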;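 note: plate controls were DMSO alone for no effect and ferristatin control at 100 nM for full effect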
Starred values were filed as active, the others as inactive; ? = inconclusive; / = no result given. Rows were taken by chance, and some 3.1% of all compounds hit somewhere here.

nr | structure | EBNA-1 inhibitor | ZTA DNA inh | JMJD2C inh | CTSL1 counter | PP5 primary
1 | CCC(c1nnnn1C(C)(C)C)N1CCN(C(=O)c2ccco2)CC1 (configuration not stated) | -2 | 11 | 3 | 0 | 0.0
2 | CSc1nc(C)c(C(=O)C[n+]2ccccc2)cc1C#N | -4 | -9 | 9 | 3 | -0.2
3 | COc1ccc(OCC(=O)N2CCC3(CC2)CC(=O)c2ccccc2O3)cc1 | 0 | -1 | 37 | -2 | -1.4
4 | Cc1ccc(S(=O)(=O)N2CCCCCC2)cc1C(=O)NCc1ccccn1 | 4 | 3 | 8 | -2 | 2.9
5 | COc1ccc(S(=O)(=O)Cc2ccc(C(=O)NCc3ccc(C)cc3)o2)cc1 | 0 | -4 | 4 | -1 | 1.1
6 | COc1ccccc1/C=C/C(=O)OCC(=O)Nc1ccc2c(c1)OCCO2 | / | 3 | / | / | 0.9
7 | CCc1nnc(NC(=O)c2ccc(S(=O)(=O)N3CCCC(C)C3)cc2)s1 (configuration not stated) | -12 | -8 | -2 | -5 | 1.6
8 | Nc1nc(SCCO)[nH]c(=O)c1NC(=O)c1ccccc1F | 2 | -3 | 6 | 4 | -1.8
9 | CC(C)(C)NS(=O)(=O)c1ccc(CCC(=O)NCc2cccnc2)cc1 | 13 | 0 | 0 | 0 | -1.5
10 | Cc1ccc(S(=O)(=O)NNC(=O)C(O)(c2ccccc2C)c2ccccc2C)cc1 | -8 | 3 | 12 | 1 | 1.6

nr | HCV core dimer | CR mimetic SO | PP1 counter | TPT1 inhibitor
1 | 3 | 95 | 0 | 1
2 | -1 | 93 | -4 | -1
3 | 5 | 102 | -2 | 1
4 | 6 | 105 | 0 | -4
5 | 4 | 83 | -2 | -1
6 | / | 92 | -3 | /
7 | 5 | 90 | -1 | -2
8 | -1 | 96 | -6 | 5
9 | -5 | 108 | -4 | -2
10 | 1 | 113 | -1 | 2

More records:
nr | structure | EBNA-1 inhibitor | ZTA DNA inh | JMJD2C inh | CTSL1 counter | PP5 primary
11 | O=C(Nc1c(F)cccc1F)C1CCN(C(=O)c2cccs2)CC1 | -9 | -16 | 5 | -6 | 1.9
12 | CCN(c1cccc(C)c1)S(=O)(=O)c1ccc2c(c1)NC(=O)CS2 | 7 | 0 | -2 | -2 | 0.0
13 | CC1(C)CC(=O)C(C=Nc2ccccc2)=C(O)C1 | 1 | 6 | 3 | 6 | 1.6
14 | COc1cc(NC(=O)COC(=O)c2ccc(S(=O)(=O)N3CC(C)CC(C)C3)cc2)c(C)cc1[N+](=O)[O-] (configuration not stated) | -2 | 2 | 2 | -1 | 4.8
15 | O=C(/C=C1\NC2(CCCC2)Cc2ccccc21)N1CCOCC1 | -9 | 2 | 2 | 1 | 4.2
16 | COc1ccc(C)cc1N(CC(=O)N/N=C/c1ccccc1C(=O)O)S(=O)(=O)c1ccccc1 | -8 | -8 | 0 | -5 | 2.1
17 | Cc1c(-c2cc[n+]([O-])cc2)oc2ccc(Br)cc2c1=O | 5 | 3 | 3 | -3 | -0.6
18 | O=C(Oc1ccc(F)cc1C(=O)/C=C/c1cccs1)c1cccc([N+](=O)[O-])c1 | -8 | 7 | -14 | 0 | 2.3
19 | CCN(CC)c1ccc(C(=O)OCC(=O)Nc2ccc3[nH]c(=O)[nH]c3c2)cc1 | -1 | 4 | 1 | 14 | 4.3
20 | CN(C)/C=C1\C(=O)N(c2ccc(Cl)cc2)CS1(=O)=O | 0 | -19 | 1 | 0 | 1.6

nr | HCV core dimer | CR mimetic SO | PP1 counter | TPT1 inhibitor
11 | -5 | 102 | 6 | -2
12 | 16 | 93 | 3 | -2
13 | -15 | 119 | -4 | 5
14 | -1 | 90 | -1 | 0
15 | 1 | 101 | 2 | -1
16 | -9 | 91 | 0 | 4
17 | 4 | 136 | 2 | 4
18 | 11 | 108 | 10 | 9
19 | -6 | 111 | 8 | -1
20 | -1 | 102 | 1 | -1

Next entries follow.
nr | structure | EBNA-1 inhibitor | ZTA DNA inh | JMJD2C inh | CTSL1 counter | PP5 primary
21 | O=C(NCC1CCCO1)c1cc(-c2ccccc2F)no1 (configuration not stated) | -1 | 2 | -1 | -1 | 0.4
22 | CCOC(=O)c1c(-c2cccs2)csc1NC(=O)CN1CCOCC1 | -2 | 14 | 26 | 1 | 2.1
23 | COc1ccc(C=O)cc1Cn1c(C)cc(C)c(C#N)c1=O | -7 | -5 | 2 | -1 | 1.8
24 | O=C(N/N=C/c1cccc([N+](=O)[O-])c1)c1ccc(COc2ccccc2-c2ccccc2)cc1 | -1 | -4 | -6 | 3 | 2.3
25 | Cc1nc(C(=O)Nc2ccc(F)cc2)nn1-c1ccc([N+](=O)[O-])cc1 | -15 | -24 | -12 | 2 | -0.8
26 | C=CCn1c(SCC(=O)Nc2ccc3c(c2)OCCO3)nnc1-c1ccccn1 | -3 | 10 | -3 | 0 | 1.9
27 | CCC(c1nnnn1Cc1ccco1)N(CCc1ccccc1)Cc1cc2cc(C)ccc2[nH]c1=O (configuration not stated) | 6 | 14 | 1 | 3 | 2.5
28 | CCOC(=O)NNc1ccc2nonc2c1[N+](=O)[O-] | -8 | -9 | -10 | 24* | 2.0
29 | CC(C)n1c(SCC(=O)NCc2ccco2)nc2c1c(=O)n(C)c(=O)n2C | 7 | 6 | 0 | -4 | -0.5
30 | CC1=C(C)CC(C(=O)Nc2nc(-c3ccc(F)cc3)c(C)s2)C(C(=O)O)C1 (configuration not stated) | -10 | 11 | 3 | -1 | 1.4

nr | HCV core dimer | CR mimetic SO | PP1 counter | TPT1 inhibitor
21 | 5 | 108 | -4 | 0
22 | 2 | 95 | -2 | 1
23 | 5 | 110 | 3 | -3
24 | -1 | 102 | 14 | -1
25 | 3 | 97 | -3 | 1
26 | 4 | 124 | -5 | -1
27 | 34 | 112 | 8 | 12
28 | 11 | 143 | 5 | -1
29 | -5 | 95 | -5 | -4
30 | 9 | 101 | 2 | 2

The listing continues.
nr | structure | EBNA-1 inhibitor | ZTA DNA inh | JMJD2C inh | CTSL1 counter | PP5 primary
31 | O=C(CSc1nc(=O)n2ccccc2n1)NCc1ccccc1Cl | 4 | 0 | -2 | 0 | -1.9
32 | Cc1cc(Cl)ccc1OC(C)C(=O)NCCc1ccc2c(c1)OCCO2 (configuration not stated) | -5 | -6 | -7 | 0 | 3.0
33 | COc1cccc(/C=C2\SC(N3CCC(C)CC3)=NC2=O)c1OC | 12 | 1 | 3 | 4 | 1.5
34 | Nc1c(Sc2ccccc2)c(=O)[nH]c(=O)n1Cc1ccccc1 | -8 | -4 | 6 | 7 | -6.9
35 | Clc1ccc2c(c1)C(C1=NCCN1)c1ccccc1CS2 (configuration not stated) | 4 | -15 | 13 | -4 | 0.4
36 | COc1ccc(CCNS(=O)(=O)c2ccc(Cl)cc2)cc1OC | -12 | 7 | -13 | 2 | 3.5
37 | O=C(c1ccc(CS(=O)(=O)Cc2ccccc2)cc1)N1CCCCC1 | -2 | 3 | -3 | -2 | 2.1
38 | Cc1cc(Nc2ccc(Br)cc2)nc2ccccc12 | -9 | 6 | 8 | 4 | 1.4
39 | CCNC(=S)Nc1cc(C)ccn1 | -3 | 12 | -5 | 0 | -2.0
40 | CCCNc1nc2c(c(=O)n(C)c(=O)n2C)n1Cc1ccc(F)cc1 | 7 | 1 | 2 | 1 | 0.4

nr | HCV core dimer | CR mimetic SO | PP1 counter | TPT1 inhibitor
31 | 5 | 95 | -1 | -3
32 | 12 | 92 | -2 | 1
33 | 11 | 109 | -3 | -2
34 | -14 | 120 | -13 | 0
35 | -8 | 95 | -2 | -2
36 | -6 | 99 | 1 | -2
37 | -1 | 104 | 3 | -3
38 | -1 | 96 | -3 | 1
39 | 2 | 100 | 1 | 3
40 | -2 | 89 | -1 | 2

(continued)
nr | structure | EBNA-1 inhibitor | ZTA DNA inh | JMJD2C inh | CTSL1 counter | PP5 primary
41 | CCOc1ccc(NS(=O)(=O)c2ccc3c(c2)n(C)c(=O)n3C)cc1 | -2 | -2 | 4 | 2 | -0.2
42 | CC1(NC(=O)Cc2ccc(S(=O)(=O)N3CCOCC3)s2)CCS(=O)(=O)C1 (configuration not stated) | 7 | -9 | ? | -1 | -0.6
43 | CCN(CC)S(=O)(=O)c1ccc(Cl)c(NC(=O)COC(=O)C2CCCCC2)c1 | / | 14 | 4 | / | 2.6
44 | CCCCN(C)CCNC(=O)C1CCN(S(=O)(=O)c2cccc3nsnc23)CC1 | -14 | -19 | -1 | 7 | -0.9
45 | CNS(=O)(=O)c1cccc(C(=O)OCC(=O)Nc2ccc(OC)cc2[N+](=O)[O-])c1 | -5 | -2 | 30 | -3 | 2.8
46 | CCOCCCN(C)C1CCN(C(=O)c2oc3ccccc3c2NC(=O)Cc2ccc([N+](=O)[O-])cc2)CC1 | -8 | 2 | 12 | -1 | 1.8
47 | CN(C(=O)c1cnccn1)c1c(N)n(Cc2ccccc2)c(=O)[nH]c1=O | 8 | 5 | -11 | -2 | 0.4
48 | CCNc1c(NCC)c(=O)c1=O | -3 | -8 | 2 | 0 | 2.9
49 | CCOC(=O)N1CCC(NC(=O)CS(=O)(=O)Cc2nc(-c3cccc(Cl)c3)oc2C)CC1 | 1 | 13 | 2 | 0 | -1.7
50 | COc1ccc(CCN=C(N)C(C)c2ccccc2)cc1OC (configuration not stated) | -3 | 6 | 0 | -3 | 0.2

nr | HCV core dimer | CR mimetic SO | PP1 counter | TPT1 inhibitor
41 | 1 | 119 | -2 | 3
42 | 3 | 107 | 0 | 0
43 | / | 99 | 0 | /
44 | -3 | 89 | -1 | 0
45 | -6 | 112 | -1 | -3
46 | -3 | 92 | 5 | 3
47 | 1 | 115 | 0 | -3
48 | -7 | 96 | 0 | 0
49 | 4 | 93 | -2 | -1
50 | -1 | 100 | 2 | -2

Continuation:
nr | structure | EBNA-1 inhibitor | ZTA DNA inh | JMJD2C inh | CTSL1 counter | PP5 primary
51 | O=C(Nc1ncc2c(n1)-c1ccccc1CC2)c1ccc(F)cc1 | 9 | 8 | 3 | 1 | 0.9
52 | CC(=O)OCCCNc1cc(Sc2ccc(Cl)cc2)c2nonc2c1[N+](=O)[O-] | 5 | 0 | 2 | 2 | 7.6
53 | CC(=O)c1ccc(Nc2ccc(-c3ccccc3F)nn2)cc1 | -7 | 2 | 1 | 0 | -0.3
54 | CCC(C)c1ccc(C(C)NC(=S)NC2CCCCC2)cc1 (configuration not stated) | -7 | 6 | 4 | 3 | 1.0
55 | CN(Cc1ccccn1)Cc1nc(Cc2ccccc2Cl)no1 | 2 | -4 | 8 | -3 | 0.7
56 | Cc1oc2nc(SCC(=O)N3CCCCC3)nc(N)c2c1C | 5 | 17 | 6 | -1 | -1.4
57 | Cc1cccc(Cc2nnc(CCC(=O)N(CC3CC3)CC3CCCO3)o2)c1 (configuration not stated) | -14 | -12 | -7 | -5 | -4.5
58 | COC(=O)C(C)Sc1snnc1-c1ccccc1 (configuration not stated) | -4 | -17 | 0 | 7 | -1.9
59 | O=C(C1CCN(S(=O)(=O)c2cccnc2)CC1)N1CCN(C2CCCC2)CC1 | -7 | 2 | 2 | 2 | 2.8
60 | Cn1c(=O)n(CC(=O)Nc2cccnc2)c2ccccc21 | 1 | -1 | 2 | -2 | -1.7
61 | c1coc(CNc2nc(N3CCCCC3)nc3ccccc23)c1 | -12 | 4 | -9 | 2 | 1.5
62 | Cc1ccc(OCC(=O)n2nc(C)cc2C)c(Br)c1 | 3 | -9 | 3 | -6 | 1.4

nr | HCV core dimer | CR mimetic SO | PP1 counter | TPT1 inhibitor
51 | -3 | 88 | 9 | -1
52 | 1 | 92 | -1 | 3
53 | 6 | 112 | -2 | 8
54 | 4 | 50* | -1 | 0
55 | -3 | 94 | 1 | 3
56 | 1 | 103 | -1 | -1
57 | -13 | 128 | -7 | -5
58 | 3 | 110 | 0 | -3
59 | 0 | 109 | -3 | -1
60 | 1 | 79 | -2 | 2
61 | -2 | 89 | 2 | 0
62 | 4 | 87 | 0 | 1
